Screening results deposited in PubChem BioAssay by National Center for Advancing Translational Sciences (NCATS).
ELG1 genotoxic – qHTS screen for small molecules that induce genotoxicity in human embryonic kidney (HEK293T) cells expressing luciferase-tagged ELG1. HEK293T ELG1-luciferase reporter, luminescence, 16 h. Potency, µM (top dose mostly 46 µM), for the others: at the highest dose activity change, positive = activation, most hits filed as activators. hit rate 1.3% among 330,000. AID 504466, 2011; note: % of control where 0% means no effect; nearly all actives have a fitted effect of over 60% in size
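Genotoxicity was scored as increased ELG1-luciferase reporter signal, measured by ONE-Glo luminescence (30 min, room temperature). Compound or vehicle exposure of the HEK293T reporter cells lasted 16 hr at 37°C.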
VP16 counter – VP16 counterscreen qHTS for inhibitors of ROR gamma transcriptional activity. Drosophila S2 Gal4-VP16 UAS-luciferase, luminescence, 20 h. Potency, µM (doses to about 53.6 µM), inactives show top-dose activity, negative = inhibition, actives largely listed as inhibitors. hit rate 3.5% among 310,000. AID 2546, 2010;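 note: Gal4-VP16 expression switched on by copper sulfate through the metallothionein promoter; % is set by controls: 0 for no effect and ±100 for the full control effect; nearly all actives have a fitted effect of over 50% in size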
BRCA1 expr up – qHTS Assay to Identify Small Molecule Activators of BRCA1 Expression; MCF7-BRCA1-FFLuc reporter, luminescence, 48 h; response scale: scaled: vehicle 0%, 10 µM genistein 100%; Potency, µM (series often up to 46.1 µM), for the others: at the highest dose activation, most hits filed as activators; hit rate 1.1% among 380,000; AID 624202, 2012; note: nearly all actives have a fitted effect of over 80% in size; some results filed as inactive show a strong effect at the top dose
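Quantitative HTS in MCF7 cells stably reporting BRCA1 expression via firefly luciferase. Compound treatment lasts 48 h at 37 °C in phenol-red free MEM. Activation is expressed relative to genistein at 10 microM and DMSO.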
MBNL1-CUG inh – qHTS Assay for Inhibitors of MBNL1-poly(CUG) RNA binding; TR-FRET MBNL1-His/biotin-(CUG)12 binding, 665/545 ratio; AID 2675, 2010; hit rate 0.036% among 280,000; Muscleblind-like protein 1 (Homo sapiens), Q9NR56; Potency, µM (titrated, usually from 57.5 µM), without a hit: at the highest dose activity change, negative = inhibition, hits mostly inhibitors; active = well fitted inhibition curve with a large enough effect in the signal ratio, with a control signal flat, not every such curve was filed as active; inconclusive = small, poorly fitted or top-dose-only effect, or effect the other way, or a change in a side signal; inactive = no such curve, though single readings can be large or run the other way; the % refers to the signal ratio; note: % is set by controls: 0 for no effect and ±100 for the full control effect
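TR-FRET readout: Ex 340 nm, 665/545 nm emission ratio, normalized to buffer-only (basal) and MBNL1-(CUG)12 controls. Complex of MBNL1-His with Biotin-(CUG)12, compounds 92 nM–58 uM, incubated 60 min at room temperature.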
Rab9 prom act – qHTS Assay for Rab9 Promoter Activators; AID 485297, 2010; Potency, µM (highest dose often 9.22 µM), for inactives: at the top dose activation, negative = inhibition, actives largely listed as activators; hit rate 2.8% among 320,000; Huh7 Rab9 promoter-luciferase reporter, luminescence, 24 h; note: % of control where 0% means no effect; nearly all actives have a fitted effect of over 60% in size
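Huh7 cells stably carrying a Rab9 promoter-luciferase reporter, 1500 cells per well in OP-MEM I with 10% FBS, treated with compound 24 hours at 37C. Luciferase activity read by luminescence after 10 minutes with Amplite reagent.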
FLuc counter – qHTS profiling assay for firefly luciferase inhibitor/activator using purifed enzyme and Km concentrations of substrates (counterscreen for miR-21 project) | Luciferin 4-monooxygenase (Photinus pyralis), P08659 | purified FLuc, Km substrates, luminescence inhibition | Potency, µM (doses to about 57.5 µM), for inactives: top-dose activity change, negative = inhibition, usual class: inhibitors | hit rate 6.9% among 360,000;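 note: plate controls were vehicle for no effect and reference inhibitor for full effect; nearly all actives have a fitted effect of over 55% in size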
Target sequence (P08659 whole entry, looked up): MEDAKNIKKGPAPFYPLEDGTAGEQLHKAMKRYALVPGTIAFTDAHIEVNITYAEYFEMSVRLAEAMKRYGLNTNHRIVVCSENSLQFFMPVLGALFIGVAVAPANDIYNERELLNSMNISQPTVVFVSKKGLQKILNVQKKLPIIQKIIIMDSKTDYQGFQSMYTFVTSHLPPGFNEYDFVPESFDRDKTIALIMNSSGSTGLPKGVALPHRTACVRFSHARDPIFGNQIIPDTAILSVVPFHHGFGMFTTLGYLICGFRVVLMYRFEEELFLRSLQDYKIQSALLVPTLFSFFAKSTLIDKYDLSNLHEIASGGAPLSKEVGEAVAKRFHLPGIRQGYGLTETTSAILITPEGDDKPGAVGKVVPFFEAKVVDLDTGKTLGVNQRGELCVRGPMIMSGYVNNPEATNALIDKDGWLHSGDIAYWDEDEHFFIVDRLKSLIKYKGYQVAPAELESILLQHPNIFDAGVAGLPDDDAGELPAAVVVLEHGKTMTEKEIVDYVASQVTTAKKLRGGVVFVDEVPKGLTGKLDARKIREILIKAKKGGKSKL
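Purified P. pyralis luciferase (10nM final) with 10uM D-luciferin and 10uM ATP (Km levels) in 50mM Tris acetate pH 7.5, 10mM Mg acetate, 0.01% Tween-20, 0.05% BSA; qHTS 6-point titration, ~60 µM downward; luminescence read.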
RORgamma inh – qHTS for inhibitors of ROR gamma transcriptional activity | AID 2551, 2010 | Potency, µM (highest dose often 53.6 µM), without a hit: top-dose activity change, negative = inhibition, hits mostly inhibitors | Nuclear receptor ROR-gamma (Mus musculus), P51450 | hit rate 5.4% among 310,000 | Drosophila S2 Gal4-RORgamma UAS-luciferase reporter, 20 h; note: % is set by controls: 0 for no effect and ±100 for the full control effect; nearly all actives have a fitted effect of over 60% in size
Target sequence (P51450 whole entry, looked up, the tested form may be a part): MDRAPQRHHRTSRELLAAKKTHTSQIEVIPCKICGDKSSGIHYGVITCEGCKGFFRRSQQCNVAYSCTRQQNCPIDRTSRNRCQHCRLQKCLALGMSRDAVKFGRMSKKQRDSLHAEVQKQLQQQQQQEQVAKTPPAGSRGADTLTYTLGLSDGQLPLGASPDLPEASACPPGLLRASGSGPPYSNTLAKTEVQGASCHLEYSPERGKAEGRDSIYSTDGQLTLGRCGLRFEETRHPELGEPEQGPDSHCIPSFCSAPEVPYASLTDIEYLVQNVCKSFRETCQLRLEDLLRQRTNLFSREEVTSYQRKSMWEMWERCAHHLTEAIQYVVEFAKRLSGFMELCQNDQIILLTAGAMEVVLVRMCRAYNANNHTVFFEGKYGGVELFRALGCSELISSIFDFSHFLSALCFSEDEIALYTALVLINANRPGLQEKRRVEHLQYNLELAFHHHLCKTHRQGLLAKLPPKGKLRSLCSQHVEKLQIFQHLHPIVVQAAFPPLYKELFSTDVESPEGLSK
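Luminescence from a UAS-regulated Photinus luciferase reporter in stably transfected Drosophila Schneider cells is measured; decreased signal marks ROR gamma inhibition. Fusion expression is induced by 700 uM copper sulfate for 20 hr.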
p53 reactivator – qHTS assay for re-activators of p53 using a Luc reporter; AID 504706, 2011; Potency, µM (doses to about 92.2 µM), for inactives: top-dose activity change, positive = activation, most hits filed as activators; H1299 p53-A138V BP100-luciferase reporter, luminescence, 24 h; hit rate 0.063% among 320,000; note: % of control where 0% means no effect; nearly all actives have a fitted effect of over 45% in size
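H1299 (p53-null), stable ts p53-A138V + BP100-Luc; 1000 cells/well, Opti-MEM/10% FBS; cpd 4 pt, 1:5; 24 h, 37 deg C, 5% CO2; detection reagent 10 min RT; luminescence.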
uPA generation – qHTS for Inhibitors of Cell Surface uPA Generation; cell surface uPA generation assay, qHTS; Potency, µM (highest dose often 38.3 µM), inactives show at the top dose activity change, negative = inhibition, hits mostly inhibitors; hit rate 0.31% among 330,000; active = well fitted inhibition curve with a large enough effect; inconclusive = small, poorly fitted or top-dose-only effect; inactive = no such curve, though single readings can be large or run the other way; tested in mouse RAW 264.7 cells; note: % is set by controls: 0 for no effect and ±100 for the full control effect; nearly all actives have a fitted effect of over 55% in size
NPC1 prom act – qHTS Assay for NPC1 Promoter Activators. Huh7 NPC1 promoter luciferase reporter, 24 h. Potency, µM (top dose mostly 9.22 µM), inactives show at the highest dose activation, usual class: activators. hit rate 2.4% among 320,000. AID 485313, 2010;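 note: % of control where 0% means no effect; nearly all actives have a fitted effect of over 60% in size; reporter is driven by a mutant NPC1 promoter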
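Stable NPC1-promoter luciferase Huh7 line; cpd (DMSO) 24 h, 37 °C, 5% CO2; Amplite luciferase reagent 10 min RT; luminescence readout. qHTS format.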
An asterisk follows results filed as active; ? = inconclusive; . = no result given; [ ] = remark or other dose. Unless noted, calls come from the whole dose curve; as a rule, active = well fitted curve in the direction sought with a large enough effect; inconclusive = small, poorly fitted or top-dose-only effect, or another doubt; inactive = no such curve, though single readings can be large; an effect the other way counts as inactive or inconclusive. Potency is the fitted concentration of half-maximal effect.

cpd	smiles	NPC1 prom act	ELG1 genotoxic	RORgamma inh	BRCA1 expr up	Rab9 prom act	VP16 counter	MBNL1-CUG inh	uPA generation	FLuc counter	p53 reactivator
1	COC(=O)/C=C1/SC(=NC(=O)c2cccc([N+](=O)[O-])c2)NC1=O	15%	0%	-12%	0%	?	-16%	?	4%	-9%	2%
2	c1ccn2cc(C34CC5CC(CC(C5)C3)C4)nc2c1	-9%	-7%	5.6µM*	12%	12%	22µM*	.	6%	?	14%
3	CCN1C(=O)C2(SC(NC(C)=O)=NN2C(C)=O)c2cc(C)cc(C)c21 (stereo not given)	4%	-3%	5%	-17%	1%	-6%	-9%	4%	4%	0%
4	COc1ccc(-n2c(C)cc(C(=O)CN3CCCCC3)c2C)cc1	1%	0%	-12%	1%	10%	8%	-2%	-13%	-3%	7%
5	CCC(C(=O)NC1CCCC1)N(Cc1ccccc1Cl)C(=O)c1snc(C(N)=O)c1N (stereo not given)	-6%	-4%	-15%	-8%	0%	-16%	11%	2%	-5%	-4%
6	CC(C)C[C@@H]1NC(=O)[C@H](C(C)C)NC(=O)c2cc([N+](=O)[O-])cc(I)c2NCC[C@@H](C(N)=O)NC1=O	-3%	1%	-20%	-17%	-2%	2%	?	11%	2%	-3%
7	Cc1nc2ccc(S(=O)(=O)N(C)CC(=O)Nc3ccccc3F)cc2s1	-6%	-4%	18%	-6%	-5%	-14%	-9%	-1%	-1%	-2%
8	COc1cccc(CN(Cc2ccco2)S(=O)(=O)c2ccc(S(=O)(=O)NCc3ccccc3)cc2)c1OC	-5%	-3%	-9%	-50%	-3%	-1%	-5%	.	9%	-13%
9	CCCSc1nc2c(=O)[nH][nH]c(=O)c2n1Cc1ccccc1	0%	-2%	-7%	15%	-3%	0%	11%	-2%	0%	10%
10	COc1c(Cl)cc(Cl)cc1CNc1ccc(S(N)(=O)=O)cc1	-1%	-6%	29%	-25%	-4%	-13%	8%	-3%	-1%	-3%
11	Cc1ccc(CN2CC(C(=O)Nc3cccc(C)n3)CC2=O)cc1 (stereo not given)	-7%	-2%	.	-14%	-3%	.	.	1%	-2%	1%
12	CCCOc1ccc(N2C(=O)CC(N(CCc3ccc(OC)cc3)C(=O)/C=C/C(=O)O)C2=O)cc1 (stereo not given)	1%	-2%	-5%	21%	-1%	-7%	0%	-2%	0%	0%
13	CC1CCN(c2nc(-c3ccco3)c3c(c2C#N)CC(C)(C)OC3)CC1	-3%	-10%	?	-22%	0%	-83%	4%	-16%	2%	1%
14	O=C(NC1CCCCC1)C(=S)NCCc1ccccc1	10%	8%	20%	11µM*	14%	2%	0%	3%	?	-3%
15	Cc1ccccc1OCC(=O)Nc1cc(S(=O)(=O)N2CCCCC2)ccc1N1CCN(C)CC1	26%	-4%	17%	-35%	13%	-13%	-6%	-4%	0%	4%
16	CCC(OC(C)=O)c1cc2c(cc1[N+](=O)[O-])OCCO2 (stereo not given)	-2%	-2%	-2%	0%	-3%	-3%	12%	-7%	-2%	-2%
17	CC1=C(C(=O)OC2CCCC2)C(c2ccc(C)o2)C2=C(CC(c3cccs3)CC2=O)N1 (stereo not given)	-1%	-24%	-22%	-76%	1%	0%	-3%	.	-4%	13%
18	CCOc1cc(/C=C2\SC(N)=NC2=O)ccc1O	-1%	-5%	14%	1%	1%	2%	?	-3%	-2%	5%
19	CC(C)=CC(=O)Nc1nnc(-c2cccnc2)s1	18%	22%	1%[10 µM]	0%	?	0%	2%	-11%	-1%	4%
20	Cn1c(SCC(=O)NCc2ccco2)nnc1C1CC1	.	-1%	.	8%	.	.	.	-6%	.	-3%
21	O=C(C1CCN(S(=O)(=O)c2ccc(Cl)cc2)CC1)N1CCC1	1%	1%	.	-12%	-2%	.	.	-8%	1%	6%
22	CC(=O)N(c1ccc(N(C(C)=O)S(=O)(=O)c2ccccc2)cc1)S(=O)(=O)c1ccccc1	-3%	-3%	8%	-16%	0%	7%	-15%	2%	1%	-2%
23	Cc1ccccc1CNC(=O)CCCC(=O)n1nc(C)c2ccccc21	-1%	-4%	-2%	-3%	-6%	4%	-16%	6%	0%	-4%
24	O=C(c1cccc(Br)c1)N1CCN(c2ccc(N3CCOCC3)nn2)CC1	1%	-3%	.	-12%	0%	.	.	-16%	0%	-3%
25	O=C(NCc1ccc(Cl)cc1)C(=O)NCC1OCCCN1S(=O)(=O)c1cccs1 (stereo not given)	-2%	-12%	15%	-6%	-1%	10%	-2%	1%	1%	-13%
26	Cc1ccc(CN2C(=O)C(CC(C)C)Nc3ncnc(N4CCN(c5ccccn5)CC4)c32)cc1 (stereo not given)	-3%	-16%	.	-24%	-9%	.	.	?	-3%	-4%
27	O=C(O)C1CC=CCC1C(=O)N1CC=C(c2ccccc2)CC1 (stereo not given)	1%	8%	0%	36%	-3%	?	-20%	-1%	?	3%
28	Cc1cc(N2C(=O)C(O)=C(C(=O)c3ccco3)C2c2ccc([N+](=O)[O-])cc2)no1 (stereo not given)	4%	0%	23%	0%	-9%	0%	?	-2%	0%	-5%
29	CCn1cc(-c2csc(N)n2)c(C)n1	-2%	1%	1%	0%	-2%	5%[10 µM]	-6%	2%	-2%	-4%
30	CC(=O)Nc1ccc(-c2ccnc(-c3ccc(NC(C)=O)cc3)n2)cc1	1%	1%	-38%	-10%	4%	1%	143%[activator]	10%	-17%	2%

Laid out differently: results already given.
Results follow in this order: NPC1 prom act, ELG1 genotoxic, RORgamma inh, BRCA1 expr up, Rab9 prom act, VP16 counter, MBNL1-CUG inh, uPA generation, FLuc counter, p53 reactivator
27. O=C(O)C1CC=CCC1C(=O)N1CC=C(c2ccccc2)CC1 (stereo not given)
    1%, 8%, 0%, 36%, -3%, ?, -20%, -1%, ?, 3%
28. Cc1cc(N2C(=O)C(O)=C(C(=O)c3ccco3)C2c2ccc([N+](=O)[O-])cc2)no1 (stereo not given)
    4%, 0%, 23%, 0%, -9%, 0%, ?, -2%, 0%, -5%
29. CCn1cc(-c2csc(N)n2)c(C)n1
    -2%, 1%, 1%, 0%, -2%, 5%[10 µM], -6%, 2%, -2%, -4%

(continued)
cpd	smiles	NPC1 prom act	ELG1 genotoxic	RORgamma inh	BRCA1 expr up	Rab9 prom act	VP16 counter	MBNL1-CUG inh	uPA generation	FLuc counter	p53 reactivator
31	O=C(NC(=S)NCc1ccccc1)C1CC1	-8%	2%	6.3µM*	1%	-2%	?	3%	3%	5%	1%
32	O/C(=C\c1nc2ccccc2nc1/C=C(\O)c1ccccc1)c1ccccc1	3.2µM*	-7%	10µM*	48%	4.5µM*	5%[10 µM]	?	-4%	1.1µM*	0%
33	Cc1c(Cl)cccc1NC(=O)C1CCN(S(C)(=O)=O)CC1	-3%	-7%	-14%	-5%	-45%[inhibitor]	-8%	-4%	-5%	0%	4%
34	COc1cc(OC)cc(C(=O)NC(=S)NNC(=O)[C@H]2C[C@@H]2c2ccccc2)c1	-2%	-8%	14µM*	-46%	-11%	?	-7%	2%	1%	7%
35	CCOc1ccc(-n2c(SCC(=O)Nc3ccc(C(=O)O)cc3)nc3ccccc3c2=O)cc1	1%	1%	-14%	6%	-1%	-1%	-7%	7%	-4%	-3%
36	N#CCC(=O)Nc1ccc(C(=O)NNC(=S)NC2CCCCC2)cc1	.	-3%	.	16%	.	.	.	-4%	.	-4%
37	O=C(CC(C(=O)O)c1cccc(Br)c1)c1ccc(Cl)cc1 (stereo not given)	-1%	-1%	16%	-1%	-1%	-4%	-3%	13%	-1%	-1%

Arranged by value in uPA generation (falling): five from the list above
No.	SMILES	uPA generation
37	O=C(CC(C(=O)O)c1cccc(Br)c1)c1ccc(Cl)cc1 (stereo not given)	13%
35	CCOc1ccc(-n2c(SCC(=O)Nc3ccc(C(=O)O)cc3)nc3ccccc3c2=O)cc1	7%
31	O=C(NC(=S)NCc1ccccc1)C1CC1	3%
34	COc1cc(OC)cc(C(=O)NC(=S)NNC(=O)[C@H]2C[C@@H]2c2ccccc2)c1	2%
32	O/C(=C\c1nc2ccccc2nc1/C=C(\O)c1ccccc1)c1ccccc1	-4%
